RPL19A-GFP yeast – modulators of TOR pathway RPL19A-GFP in S. cerevisiae; 330,000 tested, 0.3% active; AID 2025; S. cerevisiae RPL19A-GFP strain, flow cytometry, 3 h; stronger effect = lower value; percent response vs DMSO, % at 10 µM;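 active = percent response vs DMSO below 50%; inconclusive = fewer than 70 events counted for the yeast strain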;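 also: median channel GFP fluorescence of the barcoded RPL19A-GFP strain; ratio of sample median GFP to plate DMSO average so 100% = DMSO; lower means less RPL19A-GFP as with rapamycin TOR inhibition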
CIT2 TOR yeast – yeast TOR pathway CIT2-GFP modulation | S. cerevisiae CIT2-GFP strain, flow cytometry, 3 h; 100 means same as DMSO wells | GFP response vs DMSO, % at 10 µM | 320,000 tested, 0.065% active;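 active = GFP response relative to DMSO above a set limit, near the screen mean plus 3 SD, cut at about 150% in these data; inconclusive = Fewer than 70 cells measured for a yeast strain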;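 also: ratio of well median GFP fluorescence to mean of DMSO wells on the plate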
CR mimetic SO – lowers age-related superoxide in aged yeast cells. S. cerevisiae aged cells, superoxide DHE fluorescence; stronger effect = lower value. superoxide response (% of plate mean), % at 10 µM. 330,000 tested, 0.18% active. AID 2690;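 active = superoxide response under a set limit, about three screen SD below normal, cut at about 65% in these data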;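 also: yeast aged for seven days with compound at 30 °C before DHE staining; 100% = average MFI of all compound-treated wells on the plate with controls excluded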
Efflux pump inh – inhibitors of Candida antifungal efflux pumps expressed in yeast | S. cerevisiae Candida pump triplex, Nile Red efflux | inhibition, % at 10 µM | AID 485275 | 330,000 tested, 0.44% active;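 active = plate passing quality check with inhibition over a set limit, or well fluorescence over plate mean plus 4 SD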;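 also: Nile Red retained in pooled yeast measured as flow cytometry median fluorescence; 0% = buffer negative control and 100% = Enniatin B positive control; higher means more Nile Red kept so more efflux inhibition; some compounds called inactive have numbers as strong as hits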
MEP2 TOR yeast – alters MEP2-GFP fluorescence in TOR pathway yeast screen; S. cerevisiae MEP2-GFP strain, flow cytometry GFP, 3 h; 100% = DMSO control level; GFP response vs DMSO, % at 10 µM; 330,000 tested, 0.51% active; AID 2016;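 active = GFP response versus DMSO above a set limit, roughly screen mean plus 3 SD, cut at about 180% in these data; inconclusive = fewer than 70 cells counted for a yeast strain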;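 also: median GFP fluorescence of the barcode-gated MEP2-GFP cells per well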
LAP4-GFP MLPCN – yeast TOR pathway LAP4-GFP modulation; 320,000 tested, 0.34% active; GFP response vs DMSO, % at 10 µM; S. cerevisiae LAP4-GFP multiplex, flow cytometry GFP, 3 h; median GFP as percent of DMSO wells; AID 2023;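 active = GFP response vs DMSO above a set limit, about the screen mean plus 3 SD, cut at about 150% in these data; inconclusive = under 70 cell events counted for the yeast strain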
AHR activator – activates the human aryl hydrocarbon receptor | P35869 | AHR-responsive luciferase reporter cells, luminescence | activation, % at 5 µM | 320,000 tested, 2.5% active | AID 2796; in the data active = activation above about 47%;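 also: 0% = vehicle wells and 100% = reference agonist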
Target sequence (P35869 whole entry, looked up): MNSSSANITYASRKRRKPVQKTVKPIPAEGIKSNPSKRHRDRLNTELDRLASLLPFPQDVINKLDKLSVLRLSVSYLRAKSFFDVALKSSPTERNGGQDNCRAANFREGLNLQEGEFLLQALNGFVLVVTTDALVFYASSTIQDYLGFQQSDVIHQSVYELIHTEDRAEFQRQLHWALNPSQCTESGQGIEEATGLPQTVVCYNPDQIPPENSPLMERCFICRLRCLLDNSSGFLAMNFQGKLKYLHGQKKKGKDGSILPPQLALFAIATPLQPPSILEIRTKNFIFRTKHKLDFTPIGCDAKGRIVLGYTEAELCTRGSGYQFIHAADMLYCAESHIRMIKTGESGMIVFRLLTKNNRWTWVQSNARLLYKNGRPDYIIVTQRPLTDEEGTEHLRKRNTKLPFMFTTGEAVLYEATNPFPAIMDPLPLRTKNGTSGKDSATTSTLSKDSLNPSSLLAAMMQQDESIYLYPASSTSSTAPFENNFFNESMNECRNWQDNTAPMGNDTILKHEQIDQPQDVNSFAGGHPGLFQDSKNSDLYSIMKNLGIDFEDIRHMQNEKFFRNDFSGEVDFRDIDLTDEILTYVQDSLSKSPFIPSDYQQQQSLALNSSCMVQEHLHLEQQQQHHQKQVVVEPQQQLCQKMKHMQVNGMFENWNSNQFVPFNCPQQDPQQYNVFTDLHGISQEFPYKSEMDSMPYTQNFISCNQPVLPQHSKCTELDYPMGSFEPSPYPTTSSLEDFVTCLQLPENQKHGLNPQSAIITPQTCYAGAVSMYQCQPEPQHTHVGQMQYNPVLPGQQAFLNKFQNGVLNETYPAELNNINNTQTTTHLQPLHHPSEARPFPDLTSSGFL
AGP1-GFP MLPCN – yeast TOR pathway AGP1-GFP modulation | 320,000 tested, 0.02% active | GFP response vs DMSO, % at 10 µM | AID 2066 | S. cerevisiae AGP1-GFP multiplex flow cytometry, 3 h; GFP as percent of DMSO wells;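 active = GFP response relative to DMSO above a set limit, near screen average plus 3 SD, cut at about 150% in these data; inconclusive = fewer than 70 cells counted for the yeast strain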;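 also: median GFP channel fluorescence of the gated AGP1 strain per well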
* = called active by the depositor; ? = inconclusive; . = no result given; [ ] = remark or other dose.

Below each SMILES – RPL19A-GFP yeast, CIT2 TOR yeast, CR mimetic SO, Efflux pump inh, MEP2 TOR yeast, LAP4-GFP MLPCN, AHR activator, AGP1-GFP MLPCN
1: CC(=O)Nc1cccc(-c2nnc(SCC(=O)n3c4c(c5ccccc53)CCCC4)n2C)c1
  100, 102, 86, -0.1, 103, 95, 2, 106
2: CSc1ccc(COC(=O)CCS(=O)(=O)c2ccc(C)cc2)cc1
  103, 93, 83, 0.0, 100, 109, -2, 101
3: c1ccc(NC2=NCCCCS2)cc1
  98, 97, 87, 0.0, 106, 99, -1, 97
4: O=S(=O)(c1cc(Cl)ccc1Cl)N1CCN(Cc2ccco2)CC1
  103, 104, 106, 0.1, 106, 101, -6, 101
5: CNS(=O)(=O)c1cccc(C(=O)NCC2CCCCC2)c1
  101, 98, 111, 0.0, 102, 108, 4, 104
6: COc1ccc2c(c1)[nH]c1c(=O)n(CCCn3ccnc3)cnc12
  106, 113, 106, 0.0, 109, 115, 36, 112
7: CCOC(=O)c1sc(NC(=O)CSc2nnc(C)s2)c(C(=O)OCC)c1C
  102, 102, 119, 0.2, 106, 107, -1, 97
8: COc1cc(/C=N/NC(=O)c2cnccn2)ccc1O
  112, 115, 119, 0.0, 113, 89, 15, 104
9: COc1ccc(CN2C(=O)NC3(CCOc4ccccc43)C2=O)cc1F (configuration not stated)
  104, 100, 98, 0.1, 104, 90, 0, 98
10: CN1CCC(N(C)C(=O)CNC(=O)c2ccc(C(C)(C)C)cc2)CC1
  100, 113, 95, -0.1, 108, 106, 2, 124
11: O=C(NNC(=O)c1ccccc1[N+](=O)[O-])c1cnccn1
  105, 106, 123, 0.1, 105, 101, 1, 109
12: Cc1ccnc2nc(C(=O)OCCOc3ccc(Cl)cc3)nn12
  94, 92, 101, 0.3, 110, 105, 0, 101
13: O=C1Oc2ccccc2C2(O)C3CCCCCC3C12 (configuration not stated)
  90, 92, 88, -0.1, 92, 95, -4, 93
14: Cc1cc(-n2c(C)cc(C(=O)CSc3ccccn3)c2C)no1
  97, 89, 99, -0.1, 99, 102, 9, 98
15: CSc1cccc(NC(N)=S)c1
  98, 97, 104, 0.0, 107, 109, -3, 102
16: Cc1ccc(S(=O)(=O)Oc2ccc(/C=N/NC(=O)c3nn(C)cc3[N+](=O)[O-])cc2)cc1
  99, 98, 86, 0.0, 105, 103, 3, 100
17: CCOC(=O)N1CCN(C(=O)C2CCN(S(=O)(=O)c3ccc(NC(C)=O)cc3)CC2)CC1
  107, 116, 95, -0.1, 109, 117, -1, 123
18: O=C(NC(=S)NCc1ccncc1)c1ccccc1
  107, 104, 88, -0.1, 105, 92, 21, 105
19: COc1ccccc1/C=N/Nc1nncc2ccccc12
  100, 98, 122, -0.1, 101, 93, 8, 98
20: Cn1c(=O)c2c(ncn2CC(=O)OCC(=O)Nc2sccc2C(N)=O)n(C)c1=O
  102, 104, 101, -0.1, 100, 104, -1, 106
21: c1cncc(-c2nnc(SCc3nc4ccccc4[nH]3)o2)c1
  97, ., 101, -0.1, 108, 90, 73*, 99
22: CC1=[N+]([O-])C(C)(C)C(C)N(O)C1=O (configuration not stated)
  98, 98, 97, -0.1, 98, 105, 2, 99
23: COc1ccc(CNC(=O)c2cc(-c3ccccc3OC)on2)cc1
  95, 101, 93, 0.0, 98, 102, -7, 95
24: Nc1nnc(Cc2cccc(Br)c2)s1
  104, ., 75, 0.0, 103, ., -1, .
25: CC(NC(=O)c1ccco1)C(c1cccs1)N1CCN(c2ccc(F)cc2)CC1 (configuration not stated)
  98, 107, 88, 0.1, 102, 97, 1, 100
26: O=C(/C=C/c1ccccc1)OCCCCN=C1NS(=O)(=O)c2ccccc21
  87, 96, 118, -0.1, 96, 84, 0, 87
27: CN(C)c1ccc(N=C/C=C2\N(C)c3ccccc3C2(C)C)cc1
  94, 89, 104, 0.1, 100, 104, 150*, 93
28: O=C(Nc1ccccc1F)c1cccc(C(=O)Nc2ccccc2F)c1
  101, 98, 96, -0.3, 89, 90, 7, 100
29: C=CCOn1c(C)c(C(C)=O)c2c3nonc3ccc21
  105, 103, 95, -0.1, 105, 106, 81*, 98
30: Cc1onc(-c2c(F)cccc2Cl)c1C(=O)NCc1ccccn1
  101, 102, 113, 0.0, 101, 92, -8, 107
31: COC(=O)[C@@]1(Cc2ccc(OC)cc2)[C@@H]2C(=CC(=O)[C@H]2CC(=O)C(=O)N2CCCC2)CN1C(=O)c1ccccc1
  101, 97, 103, -0.1, 106, 100, 0, 105
32: COc1ccc(CNC(=O)CN(c2ccc(OC)cc2)S(=O)(=O)c2c(C)[nH]c(=O)[nH]c2=O)cc1
  104, 116, 96, -0.2, 102, 111, -1, 118
33: COc1ccccc1NC(=O)CC(=O)Nc1ccccc1OC
  103, 100, 89, -0.2, 101, 89, 69*, 97
34: CC(=O)C1=C(O)C(=O)N(CCc2c[nH]c3ccccc23)C1c1ccc(O)cc1 (configuration not stated)
  103, 98, 97, 0.0, 105, 101, 15, .
35: c1ccc(-c2nc(N3CCN(c4ccccc4)CC3)nc(-n3ccnc3)n2)cc1
  59[may fluoresce violet], ?, 90, -0.1, 243*[may fluoresce violet], 127[may fluoresce violet], -13, 20[may fluoresce violet]
36: CC(C)CC1NC(=O)N(CC(=O)Nc2ccc3c(c2)OCCO3)C1=O (configuration not stated)
  93, 94, 113, -0.1, 98, 91, 1, 97
37: Cc1[nH]n(-c2ccccc2)c(=O)c1N=Nc1ccc(Cl)cc1
  105, 106, 106, 0.1, 107, 92, 51*, 101
38: O=C(Oc1ccc(-c2nccc(-c3ccccn3)n2)cc1)c1cccc(C(F)(F)F)c1
  101, 105, 120, -0.1, 104, 107, -2, 108
39: COc1ccc(C(=O)COC(=O)C(CCSC)NC(=O)COc2ccccc2)c(OC)c1 (configuration not stated)
  114, 104, 91, 2.6, 115, 102, 1, 108
40: CC(C)C(NS(=O)(=O)c1cccc2nsnc12)C(=O)N1CCn2c1nc1ccccc12 (configuration not stated)
  101, 94, 115, 0.3, 92, 84, 4, 95
41: CC(C)C(NC(=O)CN(c1cccc(F)c1)S(C)(=O)=O)C(C)C
  100, 98, 109, 0.0, 110, 104, 5, 102
42: CCOC(=O)c1ccccc1Nc1cc(C)nc2nc(C)nn12
  99, 102, 105, -0.2, 103, 109, 0, 103
43: Cc1ccc(C(=O)Nc2ccc3c(c2)OCO3)cc1S(=O)(=O)N1CCCCC1
  96, 92, 105, 0.0, 93, 99, 38, 96
44: Cc1ccc(C(=O)OCC(=O)N(Cc2ccccc2)C(C)C)cc1C
  98, 84, 103, 0.0, 90, 87, 2, 93
45: Cn1c(=O)c2[nH]c(N3CCN(c4cccc(O)c4)CC3)nc2n(C)c1=O
  88, ., 91, 0.4, 99, 88, -5, 89
46: CCN(C(=O)COC(=O)c1cc(-c2ccc3cc(OC)ccc3c2)nc2ccccc12)C1CCS(=O)(=O)C1 (configuration not stated)
  104, 104, 94, -0.2, 106, 103, 3, 101
47: Cc1ccc(C(=O)c2ccc(O)cc2)cc1C
  100, 93, 92, 0.0, 101, 110, 0, 101
48: C=C1C(O)[C@@H]2O[C@]3(CC[C@H](/C=C/C(C)[C@@H]4CC(C)=CC5(O[C@H](C[C@@](C)(O)CO)CCC5O)O4)O3)CC[C@H]2O[C@@H]1C(O)CC(C)[C@H]1OC2(CCCCO2)CCC1C (some centres not stated)
  97, 95, 113, 0.1, 98, 111, -3, 99
49: NC(=S)N/N=C/c1ccccc1O
  96, 105, 99, -0.1, 106, 111, 2, 107
50: CC(C)OC(=O)c1cccnc1N1CCN(c2ccc(F)cc2)CC1
  99, 102, 97, 0.1, 110, 104, -9, 108
51: CCC1CCCCN1C(=O)CSc1nnc2nc(C)cc(C)n12 (configuration not stated)
  107, 104, 102, -0.4, 110, 109, 1, 106
52: CC[C@@]12C(=O)N(c3cccc(F)c3)C(=O)N1[C@H](c1ccc(OC)cc1)[C@@H]1C(=O)N(C(C)(C)C)C(=O)[C@@H]12
  96, 66, 94, 0.1, 92, 122, -1, 79
53: Cc1nc(CNS(=O)(=O)c2cc([N+](=O)[O-])ccc2C)cs1
  93, 100, 125, 0.0, 96, 105, 2, 103
54: CC(C)CN=Cc1c(O)c([N+](=O)[O-])cc2oc3c(c12)CCCC3
  107[may fluoresce green], 119, 69, 0.2, 134, 173*, 1, 125[may fluoresce green]
55: Clc1ccccc1-c1nnc(CNC2CC2)o1
  102, 105, 101, -0.1, 108, 103, 0, 104
56: O=C(CC(C(=O)N1CCc2ccccc21)n1ccnc1)NCc1cccnc1 (configuration not stated)
  106, 108, 92, -0.1, 110, 105, 11, 109
57: Cc1ccc(NC(=O)CC(N)=S)cc1
  103, 109, 88, 0.1, 107, 116, 10, 109
58: COc1ccc(/C(C)=N/NC(=O)Cc2ccc(Cl)cc2)cc1
  95, 99, 101, 0.2, 97, 85, 7, 93
59: Cc1ccc(CSc2nnc(C(F)(F)F)n2Cc2ccc(F)cc2)cc1
  102, 105, 89, 0.0, 99, 106, -1, 103
60: CC1CCC(NC(=O)c2cc(S(=O)(=O)N3CCCCC3)c[nH]2)CC1 (configuration not stated)
  95, 96, 108, 0.0, 116, 99, 2, 100

Remaining list, next part
Below each SMILES – RPL19A-GFP yeast, CIT2 TOR yeast, CR mimetic SO, Efflux pump inh, MEP2 TOR yeast, LAP4-GFP MLPCN, AHR activator, AGP1-GFP MLPCN
61: COc1ccc(OCCC(=O)OCc2c(C)noc2C)cc1
  99, 92, 111, 0.3, 107, 97, 3, 98
62: COc1cc(/C=C/C(=O)OC(C)C(=O)NC2CCCCC2C)cc(Cl)c1OC (configuration not stated)
  102, 107, 103, -0.1, 108, 100, 1, 109
63: O=C(Nc1ccc2c(c1)C(=O)OC2)c1ccc(F)cc1F
  99, 106, 103, 0.0, 107, 119, -5, 109
64: CCCC(C)NC(=O)CN1C(=O)NC2(CCc3ccccc32)C1=O (configuration not stated)
  99, 97, 98, 0.7, 96, 96, 0, 101
65: CCCNC(=O)Cn1cnc2sc(C(=O)NCCN(CC)CC)c(C)c2c1=O
  98, 97, 103, 0.0, 100, 93, 3, 95
66: Cc1ccc(NC(=O)CN2C(=O)NC(C)(c3ccc4c(c3)OCO4)C2=O)cc1 (configuration not stated)
  101, 114, 99, 0.0, 109, 90, 2, 106

The order is random. Share with any hit: about 3.9%.
